UHRF1 binding: UHRF1 methylated DNA binding inhibitors, primary screen, counter-screen for MBD2 inhibitor project, biochemical, TR-FRET, human UHRF1, single concentration; inhibition, % at 4.4 µM; AID 687016, 2013; 370,000 tested, 0.75% active; UHRF1 binding to methylated oligo; in the data active means inhibition above about 21%;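 further: UHRF1 SRA domain binding a hemimethylated CpG hairpin DNA probe; 0% = median of test compound wells and 100% = reference inhibitor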
Target sequence (Q96T88 whole entry, looked up, the tested form may be a part): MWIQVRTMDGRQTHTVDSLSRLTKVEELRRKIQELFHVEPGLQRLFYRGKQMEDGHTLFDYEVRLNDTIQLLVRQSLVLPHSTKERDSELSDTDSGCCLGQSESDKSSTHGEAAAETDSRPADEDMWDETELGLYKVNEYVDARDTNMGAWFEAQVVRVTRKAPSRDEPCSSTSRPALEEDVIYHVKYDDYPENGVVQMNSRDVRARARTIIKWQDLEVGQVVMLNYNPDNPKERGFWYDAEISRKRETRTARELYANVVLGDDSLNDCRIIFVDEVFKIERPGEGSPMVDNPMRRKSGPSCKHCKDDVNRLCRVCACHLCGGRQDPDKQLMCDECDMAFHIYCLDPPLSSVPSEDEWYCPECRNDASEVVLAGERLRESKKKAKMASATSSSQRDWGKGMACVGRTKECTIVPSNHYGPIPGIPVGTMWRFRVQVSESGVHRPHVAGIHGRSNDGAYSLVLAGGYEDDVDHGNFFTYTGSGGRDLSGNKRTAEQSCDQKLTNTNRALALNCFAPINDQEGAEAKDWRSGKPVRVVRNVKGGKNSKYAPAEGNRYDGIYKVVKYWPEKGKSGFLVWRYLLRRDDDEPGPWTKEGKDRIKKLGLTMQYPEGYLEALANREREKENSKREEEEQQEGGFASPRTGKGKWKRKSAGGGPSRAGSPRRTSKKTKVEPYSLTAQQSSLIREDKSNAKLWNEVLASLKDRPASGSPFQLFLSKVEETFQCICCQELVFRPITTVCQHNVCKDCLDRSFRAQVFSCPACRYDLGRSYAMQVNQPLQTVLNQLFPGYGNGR
DDE Tn7 FP inh: inhibitors of Tn7 peptide binding to fibrin DD(E), primary screen, biochemical, fluorescence polarization, human fibrin, Tn7 probe | Fibrinogen beta chain (Homo sapiens), P02675 | FP displacement of FITC-Tn7 peptide from fibrin DD(E); 0% = median of compound wells per plate | inhibition, % at 8.3 µM | 370,000 tested, 0.13% active | AID 720508, 2013;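 active means inhibition above the mean of compounds falling within the control limits plus 3 SD of them, cut at about 14% in these data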;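 further: 0% = plate median of compound wells and 100% = 10 µM Aha-Tn7 peptide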
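Assay system: Human clot-derived fibrin DD(E) complex | Buffer or medium: Tris/NaCl/CaCl2 buffer, pH 7.8 | Repeats: One replicate per compound | Benchmarks: Aha-Tn7 high control | Measure: % inhibition scaled between sample-field median and high-control FP | Schedule: 10 min plus 3 h, room temperature | Signal: Fluorescence polarization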
SIAE inh: human SIAE inhibitors, primary screen, biochemical, fluorescence polarization, FP-Rh probe, 1536-well HTS; SIAE FP-Rh probe binding; inhibition, % at 9.66 µM; 370,000 tested, 0.69% active;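 active means inhibition above a cutoff: mean of compounds within the control limits plus 3 SD of those, cut at about 17% in these data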;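 further: 0% = plate median of compound wells and 100% = probe without SIAE protein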
MBD2 inh: inhibitors of MBD2 binding to methylated DNA, primary screen, biochemical, TR-FRET, DNA-binding domain, human; Methyl-CpG-binding domain protein 2 (Homo sapiens), Q9UBB5; MBD2 binding to methylated oligonucleotide; inhibition, % at 4.4 µM; 370,000 tested, 0.31% active; AID 686964, 2013; in the data active means inhibition above about 13%
TCR-CD3 inh: inhibitors of human TCR-CD3 interaction, primary screen, biochemical, fluorescence, TAMRA-labeled TCR probe; 360,000 tested, 0.37% active; T-cell receptor (TCR); AID 651800, 2012; inhibition, % at 9.4 µM; in the data active means inhibition above about 19%;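 further: recombinant mutant TCR 2C K166C tagged with TAMRA read by polarization; 0% = receptor in buffer alone and 100% = receptor with positive control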
proKLK7 act: proKLK7 zymogen activators, primary screen, biochemical, fluorescence intensity; Kallikrein-7 (Homo sapiens), P49862; purified proKLK7, EDANS-DABCYL substrate fluorescence; 100% is mature enzyme control, 0% vehicle; activation, % at 7 µM; 370,000 tested, 0.9% active;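 active means activation above the mean of all tested compounds plus 3 SD, computed per campaign excluding outliers beyond control limits, cut at about 13% in these data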
LEDGF integ inh: blockers of LEDGF/p75-dependent integrase strand transfer – biochemical, TR-FRET, high throughput, primary screen; TR-FRET IN-LEDGF/p75 DNA integration, Eu/Cy5; AID 743269, 2014; inhibition, % at 3.7 µM; 370,000 tested, 0.64% active;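 active means inhibition above the screen-wide mean plus 3 SD, cut at about 13% in these data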;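 further: signal is the Cy5 over europium emission ratio at 671 and 618 nm; 0% = plate median of compound wells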
Tn6 DDE FP: inhibitors of Tn6 peptide binding to fibrin DD(E), primary screen, biochemical, fluorescence polarization, human fibrin, Tn6 probe; Fibrinogen beta chain (Homo sapiens), P02675; AID 720509, 2013; inhibition, % at 8.3 µM; Fibrin DD(E) TRITC-Tn6 fluorescence polarization displacement; 370,000 tested, 0.21% active;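 active means inhibition above a per-campaign cutoff: mean of compounds within control limits plus 3 SD, cut at about 15% in these data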;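 further: 0% = median of all compound wells on the plate and 100% = blocking peptide control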
PRMT1 inh: PRMT1 methyltransferase inhibitors, primary screen, biochemical, fluorescence polarization; Protein arginine N-methyltransferase 1 (Homo sapiens), Q99873; recombinant PRMT1, activity-based probe fluorescence polarization; inhibition, % at 2.79 µM; 370,000 tested, 1.3% active;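 active means inhibition above about 21% made by adding two undisclosed values, limit read from the data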
TDP2 absorb: human TDP2 enzyme inhibitors, primary screen, biochemical, epi absorbance, recombinant enzyme; Tyrosyl-DNA phosphodiesterase 2 (Homo sapiens), O95551; inhibition, % at 12.8 µM; T5PNP hydrolysis, p-nitrophenol absorbance 415 nm; 370,000 tested, 0.34% active; AID 720702, 2013;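 active means inhibition above the mean of all tested compounds plus 3 SD, set per campaign, cut at about 25% in these data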;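 further: 0% = DMSO with enzyme and 100% = buffer with substrate but no TDP2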
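Test system: Human TDP2 enzyme | Reagent: 5 mM T5PNP | Compound dosing: 12.8 µM single point, 1% DMSO | Incubation: Enzyme reaction with compound for 2 h at 37 °C | Technique: p-Nitrophenol epi absorbance | Read-out: % inhibition relative to enzyme-containing and enzyme-free wells | Benchmarks: High control without enzyme, low control DMSO plus TDP2 | Replicates: Singlicate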
The depositor's hits bear a star; . = no result given.

cpd	Compound	UHRF1 binding	DDE Tn7 FP inh	SIAE inh	MBD2 inh	TCR-CD3 inh	proKLK7 act	LEDGF integ inh	Tn6 DDE FP	PRMT1 inh	TDP2 absorb
1	CN1CCN(C2Cc3cc(F)ccc3Sc3ccc(Cl)cc32)CC1 (stereo not drawn)	2.2	-1.6	2.2	-4.6	-9.0	0.3	1.1	-0.9	-0.9	-5.2
2	C1=C(c2ccccc2)N2CCN=C2S1	-1.5	-0.8	3.2	-3.1	4.8	-1.1	-0.7	2.2	3.9	4.0
3	C/C(=N\Nc1ccc([N+](=O)[O-])cc1)c1ccc(-n2nncc2C)cc1	-0.5	-0.3	4.7	-4.6	-2.3	1.2	-2.3	-4.3	1.5	-4.9
4	CCCCN1CCS(=O)(=O)N(Cc2ccc(Cl)cc2)C(C(=O)OC)C1 (stereo not drawn)	-1.5	8.7	-2.2	5.7	.	-0.1	0.6	4.6	2.3	3.4
5	CCCCn1nnnc1C(c1cc2ccccc2o1)N(C)CCc1ccccc1 (stereo not drawn)	1.4	-6.5	-2.3	-0.7	-1.2	0.0	-1.7	-3.3	1.3	1.0
6	Nc1nnc(SCC(=O)NCC(=O)Nc2ccc(F)c(F)c2F)s1	0.6	6.0	4.1	-6.5	5.3	0.0	0.9	0.3	0.3	4.2
7	O=C(NCc1ccccc1)C(c1ccco1)N(C(=O)c1ccccn1)c1ccc(F)cc1 (stereo not drawn)	-0.3	4.8	3.3	-2.2	6.0	-0.2	-0.8	0.1	-4.2	7.4
8	COc1ccc(CN2CCC[C@]3(N[C@H](c4ccc(OC)cc4)[C@@H]4C(=O)N(C)C(=O)[C@@H]43)C2=O)cc1	2.4	2.8	-5.6	6.4	-2.6	-1.0	-3.6	-1.6	3.6	0.4
9	O=C(Nc1cccc(C(=O)O)c1)/C(=C\c1ccco1)NC(=O)c1ccccc1Cl	5.0	7.8	-1.9	-1.6	-1.8	3.2	3.8	5.4	29.8*	-8.3
10	CCOC(=O)C1=NOC2(C1)C(=O)Nc1ccc(OC(F)(F)F)cc12 (stereo not drawn)	18.6	-5.0	2.0	4.0	7.8	0.4	2.9	5.7	-3.0	3.6
11	CCCN(CC(=O)Nc1ccccc1OC)C(=O)CSc1nc(C)cc(C)n1	-0.8	5.3	9.1	1.4	-7.9	-0.1	1.8	-2.8	-0.4	16.7
12	Cc1ccsc1/C=N/Nc1nc2ccccc2s1	-2.0	-3.2	3.1	3.5	1.2	-0.5	4.7	-8.0	0.0	-6.0

Of the compounds above, 4 have four or more nitrogen atoms:
cpd	Compound	UHRF1 binding	DDE Tn7 FP inh	SIAE inh	MBD2 inh	TCR-CD3 inh	proKLK7 act	LEDGF integ inh	Tn6 DDE FP	PRMT1 inh	TDP2 absorb
3	C/C(=N\Nc1ccc([N+](=O)[O-])cc1)c1ccc(-n2nncc2C)cc1	-0.5	-0.3	4.7	-4.6	-2.3	1.2	-2.3	-4.3	1.5	-4.9
5	CCCCn1nnnc1C(c1cc2ccccc2o1)N(C)CCc1ccccc1 (stereo not drawn)	1.4	-6.5	-2.3	-0.7	-1.2	0.0	-1.7	-3.3	1.3	1.0
6	Nc1nnc(SCC(=O)NCC(=O)Nc2ccc(F)c(F)c2F)s1	0.6	6.0	4.1	-6.5	5.3	0.0	0.9	0.3	0.3	4.2
11	CCCN(CC(=O)Nc1ccccc1OC)C(=O)CSc1nc(C)cc(C)n1	-0.8	5.3	9.1	1.4	-7.9	-0.1	1.8	-2.8	-0.4	16.7

Later entries:
cpd	Compound	UHRF1 binding	DDE Tn7 FP inh	SIAE inh	MBD2 inh	TCR-CD3 inh	proKLK7 act	LEDGF integ inh	Tn6 DDE FP	PRMT1 inh	TDP2 absorb
13	COc1ccc(CNc2nc(S(=O)(=O)c3ccccc3)c(Cl)s2)cc1OC	-2.6	-2.3	4.4	-4.9	-2.9	0.3	0.3	-3.4	-0.2	-10.7
14	CCOC(=O)c1sc2nccc(N(C)C)c2c1N=CNOCc1ccccc1	-1.2	-3.5	-2.7	-1.5	6.0	-1.4	2.5	-0.6	1.9	-13.9
15	O=C(NCCc1nnc2ccccn12)c1cccs1	-4.3	0.8	2.1	1.7	-1.0	-0.4	-1.5	3.3	-1.1	14.6
16	Cc1nc(SCC(=O)NNC(=O)c2cccs2)[nH]c(=O)c1C	0.6	0.1	3.2	-4.1	-2.9	-0.4	-4.1	-1.1	-2.4	9.8
17	Cc1ccc(/C(O)=C2/C(=O)C(=O)N(CCCn3ccnc3)C2c2cccnc2)cc1 (stereo not drawn)	-3.9	2.7	-5.0	-1.2	4.0	-0.7	0.1	5.2	-0.1	-4.0
18	O=C(Cc1cccc2ccccc12)NCC(=O)Nc1ccccc1F	1.7	1.7	-5.0	-0.1	-4.3	-0.7	-6.6	2.7	4.3	12.8
19	CC(C)CN1C(=O)C[C@]2(C(=O)N(C)c3ccc(NS(=O)(=O)c4ccc(F)cc4)cc32)C1c1ccccc1 (stereo partly drawn)	-0.2	-0.6	2.6	-0.5	.	0.3	1.1	4.5	-2.8	2.2
20	COc1ccc(Cl)cc1NC(=O)Nc1cc(C)on1	-3.4	-7.8	0.7	-4.0	4.6	0.1	1.0	1.9	-3.9	18.2
21	CC1CCN(c2ccc3c(c2)S(=O)(=O)c2cc(C(=O)O)ccc2C3=O)CC1	-5.6	-2.2	-7.9	-5.7	5.3	0.9	3.7	-5.4	-1.3	3.0
22	Cc1ccc(/C=C/C(=O)O)cc1S(=O)(=O)N1CCc2ccccc2C1	-0.5	-11.3	-2.0	-5.4	2.6	-0.5	9.1	-3.1	-3.1	-3.1
23	Cc1nn2c(-c3ccc(S(=O)(=O)N4CCN(CCO)CC4)o3)nnc2c2ccccc12	13.3	4.5	-4.0	15.6*	5.1	-0.3	1.9	5.3	7.3	3.5
24	C(=N\n1cnnc1)/c1ccc(OC2CSC2)cc1	-0.1	-6.1	4.3	3.5	-2.2	0.1	2.5	-4.5	2.3	4.4
25	COc1ccc(CC(=O)Nc2cc(Cl)ccc2N2CCCC2)cc1	0.4	-2.9	3.4	-0.7	2.1	0.1	-8.0	1.0	5.8	-11.7
26	O=C(NCCc1ccccc1)NC1CCCCC1	5.4	-6.3	-0.2	-1.4	-5.2	-0.1	-1.2	-2.9	-0.5	-9.8
27	O=[N+]([O-])c1cccc(NC(=S)N2CCN(c3ccccn3)CC2)c1	0.3	3.6	0.9	3.8	0.5	0.4	-3.0	5.2	3.6	-11.4
28	Cc1ccc(-c2cc(C(=O)Nc3nn[nH]n3)c3ccccc3n2)c(C)c1	-1.1	9.0	-5.0	-0.5	5.8	0.6	-1.6	7.8	0.7	3.6
29	CCc1c(C(=O)Nc2ccc(C)c(C)c2)[nH]c(C)c1C(C)=O	2.1	0.0	-4.4	7.0	-5.6	-0.5	1.2	-7.7	0.1	-13.3
30	Cc1ccc(-c2nc3c(c(SCC(=O)N4CCCC4)n2)COC(C)(C)C3)cc1	-1.4	3.4	-1.8	4.4	4.7	-0.4	0.0	0.6	-3.5	-6.3
31	Cc1nc2ccccc2n1CC(=O)N/N=C/c1cccs1	-1.6	3.5	-0.1	2.7	-0.5	-0.7	-1.7	0.0	-1.6	4.8
32	CSc1ccc(CN2CCN(Cc3ccccc3)C(CCO)C2)cc1 (stereo not drawn)	2.2	-0.3	-1.2	-5.3	-0.6	-0.2	4.7	-2.7	3.5	-2.8
33	CCCCCCNC(=O)O[C@H]1CN(C(=O)OC(C)C)N(C(=O)OC(C)C)[C@@H]2CN(S(=O)(=O)c3ccc(C)cc3)C[C@]12O	17.0	-4.0	-2.1	5.7	-2.4	-0.4	-2.0	-4.2	5.3	-11.9
34	CC1Cc2ccccc2N1C(=O)COc1nc2ccccc2nc1N1CCOCC1 (stereo not drawn)	-1.0	4.4	-9.2	3.2	0.7	-0.4	0.9	-2.1	-2.1	0.4
35	COc1cccc(OC)c1C(=O)N1CCOCC1	4.6	0.3	-0.5	6.1	-8.8	0.3	7.7	-4.8	1.1	-2.3
36	CCc1nc2ccc(C(=O)Nc3cccc(OCC(=O)N(C)C)c3)cn2c1N(C)Cc1cc2ccccc2s1	0.7	3.6	0.4	-2.1	6.2	-1.6	-4.4	-6.0	-1.0	-1.0
37	c1ccc(-c2nnc(OCC3CCCO3)c3ccccc23)cc1 (stereo not drawn)	0.3	2.6	-1.7	0.0	-0.5	0.0	-2.0	-3.2	-1.0	2.0
38	COc1ccc(-c2nnc3n2CCCCC3)cc1	1.1	-4.3	-4.5	-5.9	-2.4	-0.8	-6.1	1.3	6.6	-9.4
39	O=C(NCCc1ccccc1)C1CCC(=O)N(CCCN2CCCC2=O)C1 (stereo not drawn)	-0.9	1.0	6.2	0.6	3.1	-0.1	-1.6	6.1	-2.4	-5.3
40	O=c1cc2n(c(=O)[nH]1)CCC1=C2CCCC1	-6.5	-1.0	1.3	-6.9	6.1	-0.6	-0.4	-3.5	3.5	-5.7
